Assay outcomes as filed in PubChem BioAssay.
Mtb RmlCD inh: M. tuberculosis RmlC/RmlD inhibition | RmlC+RmlD coupled enzyme assay, percent inhibition; primary screen in compound mixtures | P9WH09+P9WH11 | actives 0.03% (n = 160,000) | inhibition, % at 3.6 µM; in the data active = inhibition mostly above about 34%, no sharp cut-off; inconclusive = no clear call, values can overlap the other calls; inactive = mostly below about 22%; note: some results filed as inactive read as strong as hits
Target sequence (P9WH09 whole entry, looked up): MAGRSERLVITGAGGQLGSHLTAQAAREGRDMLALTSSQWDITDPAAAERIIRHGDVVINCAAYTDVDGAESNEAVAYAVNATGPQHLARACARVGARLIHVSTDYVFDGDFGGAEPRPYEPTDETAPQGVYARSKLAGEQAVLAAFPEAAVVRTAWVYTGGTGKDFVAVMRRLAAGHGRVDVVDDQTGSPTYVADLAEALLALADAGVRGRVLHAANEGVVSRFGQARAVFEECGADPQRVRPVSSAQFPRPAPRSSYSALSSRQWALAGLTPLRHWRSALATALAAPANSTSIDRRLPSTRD
Target sequence (P9WH11 whole entry, looked up): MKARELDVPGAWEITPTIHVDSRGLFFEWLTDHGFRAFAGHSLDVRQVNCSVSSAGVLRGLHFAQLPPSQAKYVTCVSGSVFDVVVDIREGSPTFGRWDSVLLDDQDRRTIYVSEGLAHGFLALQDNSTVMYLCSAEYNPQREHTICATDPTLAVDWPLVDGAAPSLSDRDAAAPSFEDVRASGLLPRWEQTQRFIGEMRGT
M. tuberculosis GlmU: inhibition of mycobacterial GlmU enzyme – biochemical, glucosamine-1-phosphate acetyltransferase (AID 1376) | inhibition, %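 (tested at 30 µM in the primary screen)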, or IC50 in µM where a hit was titrated | actives 0.25% (n = 220,000) | M. tuberculosis GlmU acetyltransferase enzyme assay; higher % means a stronger effect; in the data active = inhibition above about 13%; inconclusive = no clear call, values can overlap the other calls;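 note: 0% = complete reaction with vehicle and 100% = reaction without substrate; strong numbers were not always called active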
* hit, by the source's call; ? = inconclusive; . = no result given; & = joins results of further samples.

Each structure is followed by: Mtb RmlCD inh	M. tuberculosis GlmU
- CCOC(=O)C1=C(C)OC(N)=C(C#N)C1c1cc2c(cc1Br)OCO2 (stereo not drawn)
→ ?	1.3%
- CCOc1ccccc1N1CC(C(=O)N2CCc3ccccc32)CC1=O (stereo not drawn)
→ -1	-2.3%
- Cc1cc(NC(=O)c2noc3c2CCCC3)nn1Cc1ccc(Cl)cc1
→ 15	-0.1%
- CSc1nnc(C)c(=O)n1COC(=O)COc1ccccc1C
→ 0	-2.4%
- CCOC(=O)C(C(=O)OCC)C1CS(=O)(=O)CC1C(C(=O)OCC)C(=O)OCC (stereo not drawn)
→ .	1.9%
- Cc1nc([N+](=O)[O-])c(Br)n1CC(=O)c1ccc(F)cc1
→ -3	-6.2%
- CCOC(=O)N1CCC(NC(=O)C2CCN(C(=O)N3CCOc4ccccc43)CC2)CC1
→ .	2.3%
- CC1(C)CC(=O)C2=C(C1)N(CCN1CCOCC1)C1=C(C(=O)CC(C)(C)C1)C2c1cccc(Cl)c1
→ -7	-0.2%
- O=c1[nH]c2ccccc2n1CCCSc1cnc2ccccc2n1
→ .	-1.9%
- COc1ccc(N=C(N(C)C)P(=O)(N(C)C)N(C)C)cc1
→ -2	-1.6%
- Cc1ccc(CN2C(=O)CCC2C(=O)NCCCN2CCC(C)CC2)cc1 (stereo not drawn)
→ 1	-4.2%
- CCOC(=O)Nc1ccc2c(c1)nc(CN1CCOCC1)n2C
→ -3	0.6%
- O=C(NNC(=O)c1cnccc1C(F)(F)F)c1ccc(Cl)cc1
→ -13	.
- OC(c1ccccc1)(c1ccccc1)C1CN2CCC1CC2 (stereo not drawn)
→ 0	-7.5%
- CC(C)(O)C(=O)NNC(=S)Nc1ccc(F)c(Cl)c1
→ 4	-5.1%
- S=C(NCCc1ccc(Cl)cc1)Nc1ccc(Cl)cc1Cl
→ -11	4.4%
- O=C(CSc1nnc(Cc2cccs2)n1Cc1ccco1)Nc1ccc(Cl)cc1Cl
→ 12	-0.8%
- O=C(Cc1ccc(Cl)cc1)NCCN1CCCC1
→ .	-1.6%
- Fc1ccc(CCNC(=S)Nc2ccc(F)c(Cl)c2)cc1
→ .	0.9%
- CCOC(=O)c1cc2c(N)c(C(=O)c3ccc(Br)cc3)sc2[nH]c1=O
→ 9	-2.9%
- CCOC(=O)c1sc(=S)n(CC)c1NC(=O)C1CC1
→ 14	-0.7%
- O=c1c2ccccc2c(C=Nc2ccc(S(=O)(=O)Nc3ncccn3)cc2)c(O)n1-c1cccc(Cl)c1
→ 12	0.0%
- Cc1nn(CC(=O)Nc2ccc3c(c2)nc2n3CCOC2)c(=O)c2ccccc12
→ 11	-3.6%
- COC(=O)[C@H](CCSC)NS(=O)(=O)c1ccccc1Br
→ .	0.2%
- O=C(NCc1cccs1)C1CCN(c2nccs2)CC1
→ -6	3.8%
- Nn1cnnc1SCC(=O)Nc1ccc2c(c1)OCCO2
→ 17	2.2%
- O=C(CSCc1ccc(Cl)cc1)NCc1ccc2c(c1)OCO2
→ 7	.
- Cc1sc(NC(=O)CCCC(=O)O)c(C#N)c1C
→ 12	0.2%
- O=C(Nc1nnc(CCc2ccccc2)s1)c1cccs1
→ 10	-2.9%
- O=C(Cc1cccc2ccccc12)Nc1nc(-c2cccc([N+](=O)[O-])c2)cs1
→ 8	0.0%
- CCOc1cccc(/C=N/NC(=S)Nc2cc(S(=O)(=O)N3CCOCC3)ccc2N2CCOCC2)c1O
→ 4	-1.7%
- CNc1ccc(S(=O)(=O)NCC(=O)OCC(=O)Nc2cccc(Cl)c2Cl)cc1[N+](=O)[O-]
→ 4	2.0%
- COC(=O)c1ccc(Cn2c(C)cc(C)[n+]2C)o1
→ -9	1.8%
- O=C(COc1ncnc2ccccc12)NCc1ccco1
→ 0	9.0%
- Cc1ccc(CN=c2c([N+](=O)[O-])nn(-c3ccc(Cl)cc3)n2O)cc1
→ .	7.2%
- COc1cccc(-c2nc3ccccc3s2)c1O
→ -8	0.7%
- COc1cc(/C=C(\NC(=O)c2ccccc2)C(=O)N2CC3CC(C2)c2cccc(=O)n2C3)cc(OC)c1OC (stereo not drawn)
→ 5	-2.4%
- COc1ccc(NC(=O)CCN2CCCC2)c(OC)c1
→ 6	-7.3%
- O=C(Nc1ccc(Cl)cc1)N1N=CCC1c1ccccc1 (stereo not drawn)
→ -8	-1.3%
- COC(=O)Cc1[nH]c(=O)[nH]c1C(=O)OC
→ -3	-6.4%

Rewritten field by field: part of the list above
SMILES: Cc1sc(NC(=O)CCCC(=O)O)c(C#N)c1C
  Mtb RmlCD inh: 12
  M. tuberculosis GlmU: 0.2%
SMILES: O=C(Nc1nnc(CCc2ccccc2)s1)c1cccs1
  Mtb RmlCD inh: 10
  M. tuberculosis GlmU: -2.9%
SMILES: O=C(Cc1cccc2ccccc12)Nc1nc(-c2cccc([N+](=O)[O-])c2)cs1
  Mtb RmlCD inh: 8
  M. tuberculosis GlmU: 0.0%
SMILES: CCOc1cccc(/C=N/NC(=S)Nc2cc(S(=O)(=O)N3CCOCC3)ccc2N2CCOCC2)c1O
  Mtb RmlCD inh: 4
  M. tuberculosis GlmU: -1.7%

Next compounds
Each structure is followed by: Mtb RmlCD inh	M. tuberculosis GlmU
- COC(=O)c1ccc(CSCC(=O)Nc2cc(OC)cc(OC)c2)o1
→ 0	-4.6%
- C=CCC(=O)N1CCCC(CNC(=O)c2ccc(-c3ccccc3)cc2)C1 (stereo not drawn)
→ -2	0.6%
- O=C(NCCOc1ccccc1Cl)C(=O)Nc1ccccc1
→ -2	7.2%
- Fc1ccc(/C=N/NC(=S)Nc2cccnc2)cc1
→ 9	-2.1%
- Cc1ccc(S(=O)(=O)C2(C(=O)N3CCN(c4cc(C)ccc4C)CC3)CC2)cc1
→ -10	-4.6%
- N#Cc1c(SCC(=O)Nc2ccccc2)nsc1SCC(=O)Nc1ccccc1
→ 33	-5.0%
- COc1ccc(C2C(C(C)=O)=C(C)N=c3s/c(=C\c4cc(C)n(C)c4C)c(=O)n32)c(OC)c1 (stereo not drawn)
→ 8	-3.0%&3.6%
- Cc1cccc(OCCCC(=O)Nc2ccc(N3CCCCC3)cc2)c1C
→ .	-1.5%
- O=C(O)c1cc2c(ccc3ccccc32)[nH]1
→ 8	3.2%
- O=C1/C(=C/c2cc([N+](=O)[O-])ccc2Cl)N2CCC1CC2
→ -6	5.1%
- Cc1ccc(S(=O)(=O)N(C)C)cc1NC(=O)CCc1c[nH]c2ccccc12
→ 8	-1.1%
- CCOC(=O)c1c(NC(=O)c2ccc(Cl)s2)sc(C)c1C
→ .	0.7%
- COc1cc(C=O)ccc1OCCOCCOc1ccc(Cl)cc1
→ .	1.3%
- CC(=O)c1sc(NC(=O)c2ccc(C)c(C)c2)nc1C
→ -6	5.3%
- CN1CCN(C(=O)CN(c2ccccc2)S(=O)(=O)N(C)C)CC1
→ .	-0.1%
- O=C(Nc1cc(N2CCOCC2)ncn1)Nc1cccc2ccccc12
→ 18	-4.5%
- COCCn1c(NC(=S)NC(=O)C2CC2)cc(=O)[nH]c1=O
→ -9	5.8%
- CCN(CC)C(=O)c1cc2c(=O)oc3ccccc3c2s1
→ .	4.7%
- O=C(NCCCn1ccnc1)c1cc2ccccc2o1
→ 6	-1.4%
- N=c1sccn1CC(=O)Nc1ccccc1-c1ccccc1
→ 4	1.6%
- COc1ccc(NC(C)=O)cc1S(=O)(=O)N1CCN(C(=O)c2ccccc2F)CC1
→ 6	5.5%
- Clc1ccc(CNc2ccccc2NCc2ccc(Cl)nc2)cn1
→ -5	-2.0%
- COCCCNC(=S)NNC(=S)Nc1ccccc1
→ -8	-2.6%
- Cc1ccc(NC(=S)N2CCC(N(C)CC3CCCO3)CC2)c(C)c1 (stereo not drawn)
→ -8	4.0%
- CCN=c1sc2ccccc2n1CC(O)COc1ccccc1 (stereo not drawn)
→ 7	1.2%
- COc1ccccc1OCC(=O)Nc1nonc1NC(=O)COc1ccccc1OC
→ -1	-1.4%
- C/C(CC(=O)Nc1ccc2c(c1)OCO2)=N\NC(=O)c1ccc(N)cc1
→ 4	3.2%
- CC(=O)N(/N=C/c1ccc([N+](=O)[O-])o1)c1nc2ccccc2c(=O)n1-c1ccccc1
→ -4	2.8%
- O=C(COc1ccc(S(=O)(=O)N2CCOCC2)cc1)N1CCc2ccccc2C1
→ -4	3.2%
- O=C(NCCCN1CCOCC1)c1cc(-c2ccc(Cl)cc2)on1
→ 18	1.7%
- C/C(=N\Nc1cccc2ccccc12)c1c(O)n(Cc2ccccc2)c(=O)[nH]c1=O
→ 6	0.7%
- O=C(c1cc(F)ccc1F)C1CCCN(C(=O)c2ccc(F)cc2Cl)C1 (stereo not drawn)
→ -8	0.5%
- O=S(=O)(c1ccc(S(=O)(=O)N(Cc2ccccc2)Cc2ccco2)cc1)N1CCCC1
→ .	-2.8%
- COC(=O)c1cccc(Nc2ncnc3sccc23)c1
→ -3	1.9%
- COc1oc(-c2ccccc2)nc1C(F)(F)F
→ -21	3.1%
- COc1cc(CC(=O)NNC(=O)c2cc(C)oc2C)cc(OC)c1OC
→ 6	-1.5%
- COc1cc(/C=C2/C(=O)N(c3ccccc3)N=C2C)ccc1OS(=O)(=O)c1ccccc1
→ 47	3.9%
- O=C(CN1CCN(CCN2C(=O)c3cccc4cccc(c34)C2=O)CC1)c1ccc(Cl)cc1
→ -10	-0.7%
- CCC(C)N1CCCC1C(=O)Nc1c(C)cc(C)cc1C (stereo not drawn)
→ .	-0.6%
- COC(=O)C1=C(SC)N(c2ccc(OC)cc2)C(c2ccccc2)CC1=O (stereo not drawn)
→ 7	0.9%
- O=C(NCCOc1cccc2cccnc12)c1cccs1
→ -3	2.3%
- COc1ccccc1Oc1cc(F)nc(N)n1
→ 19	6.0%
- Cc1cccc(-c2nc(CN3CCCC(C(=O)NC4CCCC4)C3)c(C)o2)c1 (stereo not drawn)
→ .	0.7%
- CCN1CCN(Cc2nc3c(c(=O)n(C)c(=O)n3C)n2C(C)C(C)=O)CC1 (stereo not drawn)
→ .	-3.1%
- CCN1c2ccccc2-c2nc3ccccc3n2C1c1cccs1 (stereo not drawn)
→ 32	-2.1%
- CC(NC(=O)Cc1cccs1)C(c1cccs1)N1CCOCC1 (stereo not drawn)
→ .	-1.9%
- COc1cc(O)c(CCC(=O)c2cc(OC)c(OC)c(OC)c2)c(OC)c1
→ 0	4.9%
- O=CN1CCN(C(=S)Nc2ccc(OC(F)F)cc2)CC1
→ -3	1.7%
- CS(=O)(=O)N(CC(=O)NC1CCCCC1)Cc1ccc(Cl)cc1
→ 7	6.1%
- CC(C)(CC(=O)O)CC(=O)NCc1c(Cl)cccc1Oc1ccccc1
→ 84	1.7%
- O=C(/C=C\c1ccccc1)Nc1ccc(NC(=O)c2ccco2)cc1
→ -6	-4.1%
- O=C(O)CCCN1C(=O)C(=O)/C(=C(/O)c2ccccc2)C1/C=C/c1ccccc1 (stereo not drawn)
→ 3	3.2%
- COc1ccccc1NC(=O)CN1CCSc2ccccc21
→ .	-2.4%
- N#C/C(=N\Nc1ccc(F)cc1)C(=N)N1CCCCCC1
→ 3	2.4%
- Nc1nnc(SCC(=O)c2ccc3ccccc3c2)s1
→ 7	.
- COc1ccc(S(=O)(=O)N2CCC(C(=O)N3CCc4ccccc4C3)CC2)cc1C
→ .	-5.9%
- CCOc1ccc2[nH]c(=O)c(CN(CCOC)C(=O)N3CCOCC3)cc2c1
→ -5	0.2%
- Cc1ccccc1NC(=O)CN1C(=S)NC(C)(C)CC1C (stereo not drawn)
→ -3	-3.5%
- COC(=O)CSc1nc2cc3c(cc2cc1C#N)OCO3
→ 32	-8.0%
- O=C(CC(c1ccccc1O)N1CCCCC1)N1CCCCC1 (stereo not drawn)
→ -10	-0.2%

The last 2 compounds of the section before are carried over, then new ones follow.
Each structure is followed by: Mtb RmlCD inh	M. tuberculosis GlmU
- COC(=O)CSc1nc2cc3c(cc2cc1C#N)OCO3
→ 32	-8.0%
- O=C(CC(c1ccccc1O)N1CCCCC1)N1CCCCC1 (stereo not drawn)
→ -10	-0.2%
- O=C(Oc1ccc2c(c1)OCO2)c1ccc(Br)c(S(=O)(=O)N2CCOCC2)c1
→ -3	.
- NCC12CC3CC(CC(O)(C3)C1)C2
→ .	4.4%
- CCOC(=O)C1=C(C)NC(=O)NC1c1cccnc1 (stereo not drawn)
→ .	8.0%
- Cc1ccoc1C(=O)Nc1ccc(CC(=O)O)cc1
→ .	-6.4%
- Cc1ccc(C)c(NC(=O)C2(C)CC3c4ccccc4C2c2ccccc23)c1 (stereo not drawn)
→ -4	-1.1%
- CC(C)c1ccccc1-n1c(SCC(=O)N2CCN(c3ccccc3)CC2)nnc1-c1cccnc1
→ .	-2.9%
- CC(C)C(=O)N=c1sc2cc(F)cc(F)c2n1C
→ -5	1.1%
- O=C(CCSc1nnc(-c2ccccc2)o1)N1CCOCC1
→ 7	1.8%
- COCCN(C(=O)Cc1cccs1)C(C(=O)NCc1ccc(OC)cc1)c1ccccc1 (stereo not drawn)
→ 8	-1.6%
- CCOC(=O)C(CCCOc1ccc(C)cc1)C(=O)OCC
→ 1	0.9%
- CC(CN(C)Cc1ccccc1)OC(=O)c1ccccc1F (stereo not drawn)
→ 2	-7.4%
- Cc1cccc(NC(=O)CSc2nnc(CCCCCNC(=O)OC(C)(C)C)o2)c1C
→ .	0.7%
- CC(=O)c1ccc(OCCCC(=O)NC(C)c2ccc(S(N)(=O)=O)cc2)cc1 (stereo not drawn)
→ -4	-4.6%
- O=C(NN=C1c2ccccc2-c2ccccc21)c1ccccn1
→ -5	1.7%
- CC1CCCCC1NC(=O)c1cc2c(s1)CS(=O)(=O)C2 (stereo not drawn)
→ -9	-6.8%
- CC(C)=CCc1c(O)cc(O)c2c(=O)c(O[C@@H]3O[C@@H](C)[C@H](O)[C@@H](O)[C@H]3O)c(-c3ccc(O)cc3)oc12
→ .	6.3%
- CC1CCCC(NC(=O)COC(=O)c2ccc3ccccc3n2)C1C (stereo not drawn)
→ .	0.2%
- Cc1cc(=O)n2ncnc2n1COCCO
→ 8	-3.3%

Some of the compounds tested (hit frequency here may not be typical).
